MITF primary = MITF inhibitors, primary screen, biochemical, AlphaScreen, human; inhibition, % at 2.6 µM; Microphthalmia-associated transcription factor (Homo sapiens), O75030; 650,000 tested, 0.91% active; AlphaScreen MITF homodimerization, bead proximity signal; in the data active = inhibition above about 50%;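 note: 0% = vehicle wells with protein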
FBW7 activator = FBW7 E3 ligase activators, primary screen, biochemical, AlphaScreen, human; normalized activity (activation), % at 26.1 µM; AlphaScreen FBW7–phospho-cyclin E peptide binding, activator screen; 650,000 tested, 0.13% active; in the data active = normalized activity above about 1.9%;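 note: purified mutant Fbw7 with reduced substrate affinity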
Target sequence (Q969H0 whole entry, looked up): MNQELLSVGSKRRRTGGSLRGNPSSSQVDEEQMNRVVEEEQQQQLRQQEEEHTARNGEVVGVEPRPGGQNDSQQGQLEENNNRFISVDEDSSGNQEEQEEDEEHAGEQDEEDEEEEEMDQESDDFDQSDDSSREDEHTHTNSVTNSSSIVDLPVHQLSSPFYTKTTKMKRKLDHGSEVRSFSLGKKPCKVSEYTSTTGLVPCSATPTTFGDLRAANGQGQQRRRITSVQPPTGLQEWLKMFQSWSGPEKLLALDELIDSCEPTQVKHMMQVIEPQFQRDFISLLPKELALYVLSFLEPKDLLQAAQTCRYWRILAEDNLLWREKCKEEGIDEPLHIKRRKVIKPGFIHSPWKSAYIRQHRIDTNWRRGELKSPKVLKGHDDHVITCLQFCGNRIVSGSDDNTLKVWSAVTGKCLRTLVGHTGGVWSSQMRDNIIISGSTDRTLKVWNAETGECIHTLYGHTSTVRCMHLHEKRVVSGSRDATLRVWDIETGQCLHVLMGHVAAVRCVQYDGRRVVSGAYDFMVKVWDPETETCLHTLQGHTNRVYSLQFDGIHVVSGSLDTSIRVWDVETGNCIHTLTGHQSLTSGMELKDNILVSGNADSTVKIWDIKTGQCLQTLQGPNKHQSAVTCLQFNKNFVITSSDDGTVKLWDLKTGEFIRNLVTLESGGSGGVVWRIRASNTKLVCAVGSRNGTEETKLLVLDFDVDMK
GPR151 ag = activators of human GPR151, primary screen, cell-based, PathHunter beta-arrestin, luminescence | G-protein coupled receptor 151 (Homo sapiens), Q8TDV0 | PathHunter beta-arrestin GPR151 cells | activation, % at 11.2 µM | 650,000 tested, 1% active | AID 1508602, 2020; in the data active = activation above about 4.9%;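 note: 0% = median of compound wells and 100% = cells with positive control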
Target sequence (Q8TDV0 whole entry, looked up): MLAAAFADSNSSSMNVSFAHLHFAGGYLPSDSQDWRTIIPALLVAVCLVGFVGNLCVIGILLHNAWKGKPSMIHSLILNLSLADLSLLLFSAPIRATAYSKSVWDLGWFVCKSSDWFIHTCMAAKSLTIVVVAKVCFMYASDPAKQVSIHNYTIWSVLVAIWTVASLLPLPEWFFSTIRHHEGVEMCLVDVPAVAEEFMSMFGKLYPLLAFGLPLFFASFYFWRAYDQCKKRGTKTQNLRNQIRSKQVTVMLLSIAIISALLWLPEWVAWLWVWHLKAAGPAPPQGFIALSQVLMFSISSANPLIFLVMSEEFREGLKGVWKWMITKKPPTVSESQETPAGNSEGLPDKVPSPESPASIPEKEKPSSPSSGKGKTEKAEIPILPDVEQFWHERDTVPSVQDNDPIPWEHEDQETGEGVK
TEAD-YAP inh = TEAD-YAP interaction inhibition, primary screen, TEAD-YAP interaction inhibitor project, luminescence, HEK-TIYL cells. inhibition, % at 9.12 µM. TEAD-Gal4/YAP UAS-luciferase luminescence. 640,000 tested, 1.4% active; in the data active = inhibition above about 32%;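 note: 0% = median of test compound wells and 100% = reference inhibitor wells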
* marks the source's active call; other numbers are inactive results.

Screening Cc1cccc(C(=O)Nc2ccccc2C(N)=O)c1[N+](=O)[O-] returned MITF primary 13, FBW7 activator -0.1, GPR151 ag -0.1 and TEAD-YAP inh 4.
Screening COC(=O)c1cc(C(=O)N2c3ccccc3Sc3ccccc32)cc([N+](=O)[O-])c1 returned MITF primary 0, FBW7 activator 0.2, GPR151 ag 1.1 and TEAD-YAP inh -8.
Cc1cc(C(=O)CN2C(=O)NC3(CCc4ccccc4C3)C2=O)c(C)n1Cc1cccs1 (stereo not drawn) was read as MITF primary 17, FBW7 activator 0.2, GPR151 ag 2.0 and TEAD-YAP inh 2.
COc1ccc(-c2noc(CCC(=O)NC3CCCCCC3)n2)cc1 was read as MITF primary -18, FBW7 activator 0.0, GPR151 ag -1.1 and TEAD-YAP inh -6.
For C[C@H](Nc1ccc(C(F)(F)F)cc1[N+](=O)[O-])C(=O)OCC(=O)NCc1ccco1 the results were MITF primary 7, FBW7 activator 0.0, GPR151 ag 1.3 and TEAD-YAP inh 4.
O=C1CCCc2occ(C(=O)N3CCC4(CC3)CC4C(=O)NCCC3=CCCCC3)c21 (stereo not drawn) was read as MITF primary -1, FBW7 activator 0.0, GPR151 ag 1.4 and TEAD-YAP inh 1.
CC1(C)CC(=O)C2=C(C1)OC1=C(C(=O)CC(C)(C)C1)C2c1ccc(-c2ccc(OC(F)(F)F)cc2)o1 was read as MITF primary 2, FBW7 activator -0.1, GPR151 ag 0.6 and TEAD-YAP inh 2.
For COc1ccccc1Cc1nc(-c2ccc(Br)o2)no1 the results were MITF primary 6, FBW7 activator 0.1, GPR151 ag -0.7 and TEAD-YAP inh -18.
`COc1c(O)ccc(/C=N/NC(=O)c2cc(C(C)(C)C)[nH]n2)c1[N+](=O)[O-]` gave MITF primary 13, FBW7 activator -0.1, GPR151 ag 1.3 and TEAD-YAP inh -3.
`CC(C)(C)C(=O)C[n+]1ccc(/C=N/O)cc1` gave MITF primary 2, FBW7 activator 0.0, GPR151 ag 2.5 and TEAD-YAP inh 1.
For COc1cc2c(cc1/C=C1/C(=O)NC(=S)N(C)C1=O)OCO2 the results were MITF primary 12, FBW7 activator -0.3, GPR151 ag 0.3 and TEAD-YAP inh 13.
CCOC(=O)c1[nH]c(C)c(C(=O)Nc2ccc(F)cc2C)c1C was read as MITF primary 8, FBW7 activator 0.0, GPR151 ag -0.1 and TEAD-YAP inh 47*.
Screening CCOC(=O)c1c(C)[nH]c2c(C)cc(C)cc2c1=O returned MITF primary -6, FBW7 activator -0.1, GPR151 ag -1.1 and TEAD-YAP inh -3.
Ic1ccc(CSc2nnnn2-c2ccccc2)cc1 was read as MITF primary 3, FBW7 activator 0.1, GPR151 ag -0.2 and TEAD-YAP inh 7.
For Cc1ccc(-c2nc(C=Nc3ccc(Br)cn3)c(O)o2)cc1 the results were MITF primary -4, FBW7 activator -0.1, GPR151 ag -0.2 and TEAD-YAP inh -6.
O=C(CN1C(=O)c2ccccc2C1=O)Nc1cccc(F)c1 was read as MITF primary -9, FBW7 activator 0.1, GPR151 ag -0.6 and TEAD-YAP inh 12.
For CCOc1cccc(C(=O)Nc2ccc(Cl)c(-c3nc4ncccc4o3)c2)c1 the results were MITF primary 4, FBW7 activator -0.1, GPR151 ag -0.3 and TEAD-YAP inh -7.
Screening O=C(c1cc2nc(C3CC3)cc(C(F)F)n2n1)N1CCOCC1 returned MITF primary 13, FBW7 activator -0.1, GPR151 ag -0.1 and TEAD-YAP inh -1.
Screening CCc1nc(SC/C=C/c2ccccc2)c2c(=O)n(C)c(=O)n(C)c2n1 returned MITF primary -5, FBW7 activator -0.1, GPR151 ag -1.2 and TEAD-YAP inh -2.
For COC(=O)c1ccc(S(=O)(=O)N2CCN(c3nc4ccccc4s3)CC2)cc1 the results were MITF primary 9, FBW7 activator 0.0, GPR151 ag 1.2 and TEAD-YAP inh -7.
For O=C1N=C(N2CCOCC2)S/C1=C/C=C/c1ccccc1 the results were MITF primary 26, FBW7 activator 0.4, GPR151 ag -0.6 and TEAD-YAP inh 45*.
For Cn1c(Nc2nc(C(=O)NCc3ccccc3)cs2)nc2ccccc21 the results were MITF primary 16, FBW7 activator 0.2, GPR151 ag 1.0 and TEAD-YAP inh 13.
O=C(O)c1c(CNCc2ccc(Cl)cc2)c2ccccc2n1Cc1ccccc1F was read as MITF primary 6, FBW7 activator 0.5, GPR151 ag -0.2 and TEAD-YAP inh 11.
For COc1ccc(OC)c(S(=O)(=O)NCc2ccc(N3CCN(C)CC3)cc2)c1 the results were MITF primary 7, FBW7 activator 0.9, GPR151 ag 0.2 and TEAD-YAP inh -9.
For COc1ccc(CCNC(=O)CCn2c(SCC(=O)N3CCN(c4ccccc4OC)CC3)nc3ccccc3c2=O)cc1OC the results were MITF primary 16, FBW7 activator 0.2, GPR151 ag 0.9 and TEAD-YAP inh 16.
`CCOc1cc(C(=O)Nc2ccc(-c3nc4cc(Cl)ccc4o3)cc2)cc(OCC)c1OCC` gave MITF primary -4, FBW7 activator 0.0, GPR151 ag -0.6 and TEAD-YAP inh 3.
`O=C1CCCN1CCCNc1nccc(Nc2ccc(Oc3ccccc3)cc2)n1` gave MITF primary -7, FBW7 activator -0.1, GPR151 ag -0.5 and TEAD-YAP inh 39*.
CC(NC(=O)COc1ccccc1)c1nnc2n1CCN(Cc1ccoc1)CC2 (stereo not drawn) was read as MITF primary 2, FBW7 activator 0.1, GPR151 ag 0.7 and TEAD-YAP inh 5.
`CC(Nc1ccc(-c2cccnc2)cn1)c1ccccc1` (stereo not drawn) gave MITF primary 13, FBW7 activator -0.4, GPR151 ag -1.0 and TEAD-YAP inh -87.
Screening CCOc1ccc(CCn2c3c(c(=O)[nH]c2=O)C(C(F)(F)F)(C(F)(F)F)N=C(c2ccccc2F)N3)cc1OCC returned MITF primary -13, FBW7 activator 0.1, GPR151 ag -0.5 and TEAD-YAP inh 24.
COc1cc(Nc2nc(NCCO)c3ncn(C4CCCCC4)c3n2)cc(OC)c1OC was read as MITF primary 0, FBW7 activator -0.2, GPR151 ag 1.7 and TEAD-YAP inh -28.
Screening CCCCCOC(=O)c1ccc(N2C(=O)c3cc(Cl)c(Cl)cc3C2=O)cc1 returned MITF primary -5, FBW7 activator 0.0, GPR151 ag 1.1 and TEAD-YAP inh -9.
CCN(CC)C(=O)CSc1nnc(-c2cccnc2)n1CCc1ccccc1 was read as MITF primary 0, FBW7 activator 0.1, GPR151 ag 1.0 and TEAD-YAP inh -8.
`COc1ccc(OC)c(NC(=O)C(=O)N/N=C/c2ccccc2[N+](=O)[O-])c1` gave MITF primary -11, FBW7 activator -0.2, GPR151 ag 0.8 and TEAD-YAP inh 13.
Screening O=C(O)C1C2C=CC(C2)C1C(=O)Nc1cccc(Cl)c1 (stereo not drawn) returned MITF primary 3, FBW7 activator -0.3, GPR151 ag 1.1 and TEAD-YAP inh -1.
For CCc1ccc(NC(=O)C(=O)NCCN2CCN(Cc3c(F)cccc3Cl)CC2)cc1 the results were MITF primary -18, FBW7 activator 0.0, GPR151 ag 0.0 and TEAD-YAP inh -9.

Looked up by compound from above:
For C[C@H](Nc1ccc(C(F)(F)F)cc1[N+](=O)[O-])C(=O)OCC(=O)NCc1ccco1 the results were MITF primary 7, FBW7 activator 0.0, GPR151 ag 1.3 and TEAD-YAP inh 4.
For COc1ccc(CCNC(=O)CCn2c(SCC(=O)N3CCN(c4ccccc4OC)CC3)nc3ccccc3c2=O)cc1OC the results were MITF primary 16, FBW7 activator 0.2, GPR151 ag 0.9 and TEAD-YAP inh 16.

The list goes on:
Screening COc1ccc(C2(O)CSC3=C(C#N)C(c4ccc(Cl)cc4)CC(=O)N32)cc1 (stereo not drawn) returned MITF primary 5, FBW7 activator -0.2, GPR151 ag -0.6 and TEAD-YAP inh -10.
COc1ccc(C(=O)OCC(=O)C(C)(C)C)c(OC)c1OC was read as MITF primary 5, FBW7 activator 0.0, GPR151 ag -0.2 and TEAD-YAP inh 1.
`CCCn1nc(Oc2nc(NCC)cc(OC)n2)ccc1=O` gave MITF primary -1, FBW7 activator -0.2, GPR151 ag 0.2 and TEAD-YAP inh -8.
CC(NC1CCN(c2ccc(C(=O)N(C)C)cc2)CC1)c1cccs1 (stereo not drawn) was read as MITF primary 0, FBW7 activator 0.0, GPR151 ag -0.2 and TEAD-YAP inh -5.
Screening O=C(CSCc1ccc(Cl)cc1)Nc1cccc(C(=O)O)c1 returned MITF primary 18, FBW7 activator 0.2, GPR151 ag -0.3 and TEAD-YAP inh -25.
COc1cccc(CN2CCN(Cc3cn[nH]c3-c3cccc(F)c3)CC2CCO)c1 (stereo not drawn) was read as MITF primary 11, FBW7 activator 0.1, GPR151 ag 2.6 and TEAD-YAP inh 7.
Screening CCOc1cc2c(cc1OCC)C(c1ccc(OC(F)F)cc1)NCC2 (stereo not drawn) returned MITF primary 6, FBW7 activator 0.1, GPR151 ag -1.3 and TEAD-YAP inh 0.
Screening O=C(COc1ccc(S(=O)(=O)N2CCOCC2)cc1)Nc1ccccc1 returned MITF primary 9, FBW7 activator 0.4, GPR151 ag 0.1 and TEAD-YAP inh -5.
COc1ccc(C[C@@H]2NC(=O)[C@@H]3C[C@H](NCc4ccc(C)cc4)CN3C2=O)cc1 was read as MITF primary -5, FBW7 activator -0.2, GPR151 ag 4.5 and TEAD-YAP inh -10.
For Cc1c(C(=O)NCc2cccnc2)sc2ncn(Cc3cccc(F)c3)c(=O)c12 the results were MITF primary 3, FBW7 activator -0.2, GPR151 ag -0.9 and TEAD-YAP inh 0.
`N#Cc1c(NC(=O)CCCN2C(=O)c3ccccc3C2=O)sc2c1CCCC2` gave MITF primary -2, FBW7 activator -0.1, GPR151 ag -0.4 and TEAD-YAP inh -7.
Screening c1cncc(CNc2ncnc3c2oc2ccccc23)c1 returned MITF primary 4, FBW7 activator 0.5, GPR151 ag -0.7 and TEAD-YAP inh -22.

5 entries already listed, ordered by molecular weight, high to low.
Screening COC(=O)c1cc(C(=O)N2c3ccccc3Sc3ccccc32)cc([N+](=O)[O-])c1 returned MITF primary 0, FBW7 activator 0.2, GPR151 ag 1.1 and TEAD-YAP inh -8.
`N#Cc1c(NC(=O)CCCN2C(=O)c3ccccc3C2=O)sc2c1CCCC2` gave MITF primary -2, FBW7 activator -0.1, GPR151 ag -0.4 and TEAD-YAP inh -7.
For Cc1ccc(-c2nc(C=Nc3ccc(Br)cn3)c(O)o2)cc1 the results were MITF primary -4, FBW7 activator -0.1, GPR151 ag -0.2 and TEAD-YAP inh -6.
Screening O=C(O)C1C2C=CC(C2)C1C(=O)Nc1cccc(Cl)c1 (stereo not drawn) returned MITF primary 3, FBW7 activator -0.3, GPR151 ag 1.1 and TEAD-YAP inh -1.
`CC(C)(C)C(=O)C[n+]1ccc(/C=N/O)cc1` gave MITF primary 2, FBW7 activator 0.0, GPR151 ag 2.5 and TEAD-YAP inh 1.

(more compounds)
CCOC(=O)Cc1ccc(NC(=O)Nc2nnc(N3CCCC3)s2)cc1 was read as MITF primary 5, FBW7 activator 0.1, GPR151 ag 0.1 and TEAD-YAP inh -2.
For CC(NC(=O)NC(=O)c1ccccc1)c1ccccc1 (stereo not drawn) the results were MITF primary -2, FBW7 activator 0.0, GPR151 ag -1.0 and TEAD-YAP inh 7.
For O=C(CSc1nsc(SCC(=O)Nc2cccc(Cl)c2)n1)Nc1cccc(Cl)c1 the results were MITF primary -6, FBW7 activator 0.0, GPR151 ag 1.6 and TEAD-YAP inh 5.
For COC(=O)CSc1nnnn1-c1ccccc1 the results were MITF primary -6, FBW7 activator -0.1, GPR151 ag 0.4 and TEAD-YAP inh 0.
Screening CCCCOC(=O)c1cccc(NC(=S)NC(=O)c2cccc(Cl)c2)c1 returned MITF primary 3, FBW7 activator 0.0, GPR151 ag -0.6 and TEAD-YAP inh -10.
For CCCSC1=C(C#N)C(c2ccc(Cl)cc2Cl)CC(=O)N1 (stereo not drawn) the results were MITF primary 8, FBW7 activator 0.0, GPR151 ag 0.0 and TEAD-YAP inh 5.
`Cc1c(Br)cc(C(=O)NC(C)(C)CO)c(C)c1C` gave MITF primary 11, FBW7 activator 0.6, GPR151 ag -0.7 and TEAD-YAP inh -3.
`CC(=O)c1ccc(N=c2scc(C)n2C(C)C)cc1` gave MITF primary 7, FBW7 activator -0.2, GPR151 ag -0.4 and TEAD-YAP inh -14.
For COc1ccccc1C(=O)N1CCN(S(=O)(=O)c2ccc(NC(C)=O)cc2)CC1 the results were MITF primary -6, FBW7 activator 0.0, GPR151 ag 0.3 and TEAD-YAP inh 2.
Screening O=C(OCc1c(Cl)cccc1Cl)c1cnccn1 returned MITF primary 9, FBW7 activator 0.0, GPR151 ag -0.1 and TEAD-YAP inh 8.
`Cc1c(NC(=S)NC(=O)c2cc3ccccc3o2)cccc1-c1nc2ccccc2s1` gave MITF primary -1, FBW7 activator -0.2, GPR151 ag 1.3 and TEAD-YAP inh -3.
Cc1ccccc1NP1(=O)C=C(c2ccccc2)OC(c2ccccc2)=C1 was read as MITF primary 9, FBW7 activator -0.1, GPR151 ag -0.6 and TEAD-YAP inh 1.
Screening COC(=O)CNC(=O)C(NC(=O)OCc1ccccc1)C(C)C (stereo not drawn) returned MITF primary -8, FBW7 activator -0.1, GPR151 ag -0.5 and TEAD-YAP inh 1.

Reprinted from the entries so far for reference:
CCOC(=O)Cc1ccc(NC(=O)Nc2nnc(N3CCCC3)s2)cc1 was read as MITF primary 5, FBW7 activator 0.1, GPR151 ag 0.1 and TEAD-YAP inh -2.
For CC(NC(=O)NC(=O)c1ccccc1)c1ccccc1 (stereo not drawn) the results were MITF primary -2, FBW7 activator 0.0, GPR151 ag -1.0 and TEAD-YAP inh 7.

Compound activity from PubChem.
